N370S GC mod: qHTS Assay for Inhibitors and Activators of N370S glucocerebrosidase as a Potential Chaperone Treatment of Gaucher Disease | N370S GC spleen homogenate, 4MU-glucoside fluorescence | Lysosomal acid glucosylceramidase (Homo sapiens), P04062 | Potency, µM (highest dose often 59.4 µM), for the others: at the top dose activity change, negative = inhibition, most hits filed as inhibitors | AID 2101, 2009 | actives 0.092% (n = 330,000);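 note: 0% = full enzyme activity and -100% = no enzyme basal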
FEN1 inh: qHTS Assay for the Inhibitors of Human Flap endonuclease 1 (FEN1); Recombinant FEN1 flap cleavage, fluorescence, 15 min; Potency, µM (top dose mostly 114 µM), inactives show at the highest dose activity change, negative = inhibition, actives largely listed as inhibitors; actives 0.35% (n = 390,000); AID 588795, 2011; note: nearly all actives have a fitted effect of over 65% in size
Target sequence (P39748 whole entry, looked up): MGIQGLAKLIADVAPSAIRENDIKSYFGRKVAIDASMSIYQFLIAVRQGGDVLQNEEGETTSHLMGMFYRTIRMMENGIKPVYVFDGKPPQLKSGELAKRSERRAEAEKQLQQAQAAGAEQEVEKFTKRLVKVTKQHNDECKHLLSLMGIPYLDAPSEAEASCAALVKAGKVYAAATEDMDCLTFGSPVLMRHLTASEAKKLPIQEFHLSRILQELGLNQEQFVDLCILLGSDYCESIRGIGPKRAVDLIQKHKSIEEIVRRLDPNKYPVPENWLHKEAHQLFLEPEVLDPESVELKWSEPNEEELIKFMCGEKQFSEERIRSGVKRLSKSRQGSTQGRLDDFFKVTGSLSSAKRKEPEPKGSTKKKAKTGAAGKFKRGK
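Nuclease activity of 10 nM FEN1 was measured after 15 min of room-temperature exposure to titrated compounds, by adding 50 nM flap substrate and reading plates at 0 and 15 min.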
KAT2A inh: qHTS Assay for Inhibitors of GCN5L2; Histone acetyltransferase KAT2A (Homo sapiens), Q92830; GCN5L2 HAT assay, ThioGlo1 CoA-SH fluorescence; Potency, µM (doses to about 58.9 µM), without a hit: top-dose activity change, negative = inhibition, usual class: inhibitors; actives 0.21% (n = 390,000); AID 504327, 2011
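Compounds, pin-transferred from DMSO stocks, meet 20nM GCN5L2 for 15 min before the reaction begins with H3(1-25) peptide (75uM) and acetyl-CoA (70uM). Thiol-reactive ThioGlo1 reports CoA release over 20 min at room temperature.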
* marks the source's active call; other numbers are inactive results; ? = inconclusive; nt = not tested or not shown; [ ] = remark or other dose. Calls come from the whole dose curve; as a rule, active = well fitted curve in the direction sought with a large enough effect; inconclusive = small, poorly fitted or top-dose-only effect, or another doubt; inactive = no such curve, though single readings can be large; an effect the other way counts as inactive or inconclusive. Unless noted, % is set by controls: 0 for no effect and ±100 for the full control effect; potency is the fitted concentration of half-maximal effect.

Start of the data: the first 7 records (preview)
SMILES | N370S GC mod | FEN1 inh | KAT2A inh
Cc1ccc(C)c(N2CCN(C(c3ccc(N(C)C)cc3)c3nnnn3C(C)(C)C)CC2)c1 (stereo not drawn) | 7% | -4% | 1%
Nc1c(C(=O)N2CCOCC2)sc2nc3c(cc12)CCCC3 | 0% | -3% | -5%
O=C(NCCc1c[nH]c2ccccc12)c1cc2sccc2n1Cc1ccccc1 | -1% | -12% | 3%
O=[N+]([O-])c1ccc(-c2csc3[n+]2CCS3)cc1 | -7% | -2% | -6%[0.501 µM]
COc1cccc(-c2nc(S(=O)(=O)c3ccccc3)c(N3CCC(C)CC3)o2)c1 | nt | 2% | -8%
Cc1nnc2c(N3CCN(c4ccccc4)CC3)nc3ccc(C(=O)c4ccccc4)cc3n12 | nt | -3% | -2%
COc1ccccc1CN1CCCC(C(=O)N(C)Cc2ccccc2)C1 (stereo not drawn) | 1% | 5% | 12%

All compounds of this part, from the start:
SMILES | N370S GC mod | FEN1 inh | KAT2A inh
Cc1ccc(C)c(N2CCN(C(c3ccc(N(C)C)cc3)c3nnnn3C(C)(C)C)CC2)c1 (stereo not drawn) | 7% | -4% | 1%
Nc1c(C(=O)N2CCOCC2)sc2nc3c(cc12)CCCC3 | 0% | -3% | -5%
O=C(NCCc1c[nH]c2ccccc12)c1cc2sccc2n1Cc1ccccc1 | -1% | -12% | 3%
O=[N+]([O-])c1ccc(-c2csc3[n+]2CCS3)cc1 | -7% | -2% | -6%[0.501 µM]
COc1cccc(-c2nc(S(=O)(=O)c3ccccc3)c(N3CCC(C)CC3)o2)c1 | nt | 2% | -8%
Cc1nnc2c(N3CCN(c4ccccc4)CC3)nc3ccc(C(=O)c4ccccc4)cc3n12 | nt | -3% | -2%
COc1ccccc1CN1CCCC(C(=O)N(C)Cc2ccccc2)C1 (stereo not drawn) | 1% | 5% | 12%
O=C1CN(C(=O)c2c(F)cccc2F)C(c2ccc(F)cc2)c2cc(F)ccc2N1 (stereo not drawn) | -6% | -2% | 3%
COc1ccccc1CC(=O)NCCCc1ccccc1 | 3% | 5% | -1%
CC1CCC/C(=C\Nc2ccc(C(=O)O)cc2)C1=O (stereo not drawn) | 16% | -1% | -17%
COc1ccc(CN=C2NC(=O)CC(C(=O)Nc3ccc(F)cc3)S2)cc1 (stereo not drawn) | 22% | 1% | -8%
O=C(CP(=O)(c1ccccc1)c1ccccc1)N/N=C/c1cc(Br)cc(Br)c1O | -5% | -7% | -7%
O=S(=O)(Nc1nc2ccccc2nc1N1CCc2ccccc2C1)c1ccc(Cl)cc1 | 11% | -12% | -16%
CCSc1cc(C2C(C#N)=C(N)OC(C)=C2C(=O)OC)c(C)o1 (stereo not drawn) | 2% | -7% | 2%
C[C@H]1C=C(C(=O)NCc2nc3ccccc3[nH]2)O[C@@H](OCc2ccc(CO)cc2)C1 | 12% | -10% | -17%
COC(=O)c1cc(NC(=O)c2c(C)noc2C)ccc1N1CCOCC1 | 5% | 20% | -4%
Cc1cc(OCC(=O)Nc2ccc(C(=O)OC3CCCCC3)cc2)cc(C)c1Cl | nt | -14% | -16%
CCCCn1c(CCCNC(=O)c2cccc(C)c2)nc2ccccc21 | nt | -12% | -14%
Fc1ccccc1NC(=S)NN(Cc1ccccc1)c1ccccc1 | 19% | -21% | -1%
Cc1c2cnn(-c3ccccc3)c(=O)c2c(C)n1CCCC(=O)N1CCN(C2CCCCC2)CC1 | -4% | 2% | -20%
Cc1ccc(C(=O)OCC(=O)N2CC(C)CC(C)C2)cc1S(=O)(=O)N1CCOCC1 (stereo not drawn) | -9% | 0% | -16%
CCOc1ccccc1NC(=O)CCc1nnc2ccc(N3CCC(C)CC3)nn12 | -10% | -17% | -35%
COCCn1c(SCC(=O)NCc2ccc(OC)c(OC)c2)nc2ccccc21 | -2% | 0% | -2%
O=C(NC1CCCC1)NS(=O)(=O)c1ccccc1Cl | -3% | -1% | 0%
COc1ccc(-c2nc(CN3CCC(C(=O)N4CCc5ccccc54)CC3)c(C)o2)cc1OC | 2% | -6% | -3%

Other results follow.
SMILES | N370S GC mod | FEN1 inh | KAT2A inh
CNc1ncnc2c1cnn2-c1ccc(C)c(C)c1 | nt | -3% | -1%
COc1ccc(C(=O)N/N=C/C(Br)=C/c2ccccc2)cc1 | 14% | 1% | 4%
Cc1noc(-c2ccc(N3CCCCC3C)c([N+](=O)[O-])c2)n1 (stereo not drawn) | nt | 5% | -14%
CC1(C)CCC[C@@](C)([C@H]2CC[C@]3(C)[C@@H]2[C@H](O)C[C@@H]2[C@@]4(C)CC[C@H](O)C(C)(C)[C@@H]4CC[C@]23C)O1 | 3% | nt | -9%
COc1ccc(-n2c(CNC(=O)COc3ccccc3)n[nH]c2=S)cc1 | 2% | -7% | -2%
COc1cc(OC)c(NC(=O)c2ccc3c(Cl)c4c(nc3c2)CCCC4)cc1Cl | nt | 0% | -3%
CN(C)S(=O)(=O)c1cccc(C(=O)NCCNC(=O)c2cccc(S(=O)(=O)N(C)C)c2)c1 | -6% | 0% | 0%
Cc1cc(C)c(NC(=O)CNC(=O)COC(=O)CN2C(=O)NC3(CCCC3)C2=O)c(C)c1 | -18% | 3% | 0%
O=C1c2ccccc2NC(c2cccc(O)c2)N1O (stereo not drawn) | -2% | 6% | -6%
O=C1CCCC2=C1C(c1ccc(Br)cc1)c1c([nH]c(=S)[nH]c1=O)N2 (stereo not drawn) | -28% | 7% | ?
O=C(Nc1ccccc1)c1ccc(OC(=O)c2cc3ccccc3o2)cc1 | ? | 0% | 2%
CC(C)(C)c1ccc(C(=O)c2c[nH]c(C(=O)NCc3cccnc3)c2)cc1 | 1% | -6% | -4%
Cc1ccccc1NC(=O)COC(=O)CCc1ccccc1 | -6% | 3% | -6%
O=C(Cn1c(=O)[nH]n(-c2ccccc2)c1=O)N1CCCc2ccccc21 | 0% | 6% | 2%
O=C(COC(=O)CCSc1ccc(Cl)cc1)NCc1ccccc1 | -2% | -18% | -2%
CCC1CCCCN1CCCNC(=O)CNC(=O)Cn1ccc2ccccc2c1=O (stereo not drawn) | 3% | -5% | -2%
Cc1nn(C)cc1S(=O)(=O)N1CCN(c2ccc(F)cc2)CC1 | 1% | -6% | -19%
CCCN(CCC)C(=O)Cn1c(=O)n(Cc2ccc(C(=O)NCCc3ccc(Cl)cc3)cc2)c(=O)c2ccccc21 | nt | 17% | -1%
CC(c1nc2scc(-c3ccccc3)c2c(=O)[nH]1)N1CCN(CC(=O)NC2CC2)CC1 (stereo not drawn) | -4% | 4% | -9%
Cc1ccc(C(=O)NC2CCN(CC(=O)NC3CCC(C)CC3)CC2)cc1 (stereo not drawn) | -2% | 3% | 1%
CC1(C)Cc2c(C#N)c(NCC3CCCO3)nc(-c3ccco3)c2CO1 (stereo not drawn) | ? | 3% | -8%
COc1ccc(C(=O)C2CCCN(C(=O)c3cccnc3SC)C2)c(C)c1 (stereo not drawn) | -7% | -12% | 1%
COc1ccccc1OCCn1c(C(C)Oc2ccccc2)nc2ccccc21 (stereo not drawn) | nt | 0% | -19%
CCOC(=O)c1c(C)[nH]c(C(=O)COC(=O)c2ccncc2)c1C | 5% | -2% | -2%
Cc1cccc(C)c1OCC(=O)N(Cc1ccc(Cl)cc1)CC1CCCO1 (stereo not drawn) | nt | -15% | -4%

(list continues)
SMILES | N370S GC mod | FEN1 inh | KAT2A inh
COc1ccc(-c2nc3cnc(Oc4cccc(Cl)c4)nc3n(C3CC3)c2=O)cc1 | 8% | nt | -9%
Cc1oc(-c2ccccc2F)nc1CN1CCC(C(=O)NC2CC2)CC1 | 4% | 4% | -2%
O=C(CSc1nnc(NC(=O)c2ccco2)s1)Nc1cccc(F)c1 | -1% | 3% | -12%
O=C(/C=C/Nc1ccccc1)c1cnc(-c2ccccc2)s1 | -2% | 9% | -17%
Cn1c(N)c(C(=O)COC(=O)c2ccc3c(c2)C(=O)N(c2ccc(Cl)cc2)C3=O)c(=O)n(C)c1=O | 8% | -6% | -16%
CCOC(=O)c1cc(CC)sc1NC(=O)CN1CCN(C(=O)c2ccco2)CC1 | -11% | -9% | -17%
Cc1ccc(Cn2c(=O)n(CCCCC(=O)NCCc3ccc(Cl)cc3)c(=O)c3ccccc32)cc1 | nt | 19% | -5%
CCOC(=O)c1c(S(=O)(=O)N2CCC(C(=O)Nc3ncccc3C)CC2)c(C)n(C)c1C | nt | -2% | 4%
COc1ccc(OCc2nc(N)nc(Nc3ccccc3)n2)cc1 | 6% | 3% | 3%
O=C(N/N=C/c1ccc(N2CCOCC2)cc1)c1ccccc1NS(=O)(=O)c1cccs1 | -5% | -1% | -7%
CCCn1c(SCC(=O)NC2CCCCC2)nnc1-c1cccnc1 | -4% | 17% | -5%
O=C(c1ccc(F)cc1)C1CCN(C(=O)Nc2ccccc2Cl)CC1 | 9% | -7% | -5%
Cc1cccc(C)c1NC(=O)CN1CCN(CC(=O)c2cc(C)n(C3CC3)c2C)CC1 | nt | -2% | -1%
COc1ccccc1NC(=O)c1sc2ncn(CC(=O)Nc3ccccc3)c(=O)c2c1C | 9% | -6% | -9%
Cc1nn(CC(=O)NCc2ccc(N(C)C)cc2)c(=O)c2c(C)n(-c3ccc(Cl)cc3)nc12 | nt | 15% | -2%
CC(=O)N1c2ccc(S(=O)(=O)N3CCCC(C(=O)NC4CCCC(C)C4C)C3)cc2CC1C (stereo not drawn) | -5% | -15% | -3%
CC1CCCC(NC(=O)COC(=O)c2ccc([N+](=O)[O-])o2)C1C (stereo not drawn) | nt | ? | 0%
O=C(c1cccc(Br)c1)N1CCN(S(=O)(=O)N2CCCCC2)CC1 | 0% | -2% | -24%
NC(=O)/C(=C/c1cccnc1)NC(=O)c1ccccc1 | 1% | -4% | 1%
O=C(NCc1ccc2c(c1)CCN2C(=O)c1ccncc1)c1ccccc1Cl | nt | 19% | 4%
O=C(CSc1ccc(F)cc1)NCC1(N2CCOCC2)CCCCC1 | -9% | -6% | 2%
COCC(=O)N1CCCN(c2nc3c(C)cccc3cc2C#N)CC1 | 7% | 0% | 1%
CC(=O)c1ccc(NC(=O)c2ncn(-c3ccccc3)n2)cc1 | nt | -3% | -16%
CC1CCCCN1C(=O)Cn1c(=O)oc2cc(S(=O)(=O)N3CCCCC3)ccc21 (stereo not drawn) | 3% | 14% | 0%
Cc1nc2cnc(Oc3ccccc3)nc2n(C)c1=O | -8% | nt | -8%

The list goes on (6 carried over from the part before).
SMILES | N370S GC mod | FEN1 inh | KAT2A inh
O=C(NCc1ccc2c(c1)CCN2C(=O)c1ccncc1)c1ccccc1Cl | nt | 19% | 4%
O=C(CSc1ccc(F)cc1)NCC1(N2CCOCC2)CCCCC1 | -9% | -6% | 2%
COCC(=O)N1CCCN(c2nc3c(C)cccc3cc2C#N)CC1 | 7% | 0% | 1%
CC(=O)c1ccc(NC(=O)c2ncn(-c3ccccc3)n2)cc1 | nt | -3% | -16%
CC1CCCCN1C(=O)Cn1c(=O)oc2cc(S(=O)(=O)N3CCCCC3)ccc21 (stereo not drawn) | 3% | 14% | 0%
Cc1nc2cnc(Oc3ccccc3)nc2n(C)c1=O | -8% | nt | -8%
CC1(C)CC2CC(C)(CN2C(=O)COC(=O)c2cncc(Br)c2)C1 (stereo not drawn) | nt | 2% | -3%
CC(=O)Nc1ccc(NC(=O)CSc2ncc(C(=O)Nc3ccccc3)c(=O)n2C)cc1 | 26% | 16% | -3%
CC(C)CC(=O)Nc1ncnc2c1C(=O)CC(C)(C)C2 | 3% | 2% | 3%
CC(C)(C)CC(C)(C)NC(=S)Nc1ccc2nc(-c3ccccn3)c(-c3ccccn3)nc2c1 | -5% | -13% | -3%
COc1ccc(NC(=S)NCc2cccs2)cc1 | 2% | -4% | 3%
Cc1ccc(C(=O)NCC(=O)NNC(=O)CN(C)S(=O)(=O)c2ccc(Cl)cc2)s1 | -1% | 5% | -1%
COCCn1c(=O)cnc2cnc(N(C)C)nc21 | -19% | nt | -13%
O=C(Nc1ccccc1)c1ccccc1O | 6% | 4% | -3%

Screens (PubChem)
